NR1D1 modulator = modulators of human Rev-erb alpha DNA binding. activity, % at 10 µM. P20393. AID 1259318. hit rate 0.79% among 370,000. Rev-erbα–FITC-DNA binding, fluorescence polarization, 90 min;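 active = activity above about 14%, limit read from the data; passing the limit was not always enough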;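 note: 0% = DMSO wells with 35 nM protein and 100% = DMSO wells with 750 nM protein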
DAX1 inh-1 = inhibitors of human orphan nuclear receptor DAX1 (NR0B1) | AID 504766 | inhibition, % at 6.75 µM | HEK293 Gal4-DAX1 luciferase reporter, luminescence | P51843 | hit rate 0.99% among 340,000;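 active = inhibition above the mean over all tested compounds plus 3 SD, cut at about 4.2% in these data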;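 note: 0% = DAX1-transfected cells with DMSO and 100% = empty-vector control cells with DMSO; inhibition shows as a rise in luminescence from relieved DAX1 repression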
PG9 binder = binds the HIV-1 gp120 antibody PG9. TR-FRET gp120-PG9 antibody binding. inhibition, % at 6.7 µM. hit rate 0.43% among 360,000; in the data active = inhibition above about 8.5%
DAX1 inh-2 = DAX1 (NR0B1) inhibition, primary screen. hit rate 1.1% among 370,000. HEK293T StAR-luciferase reporter, SF-1/DAX-1 repression relief. inhibition, % at 6.8 µM. AID 652010;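 active = inhibition above the mean over all tested compounds plus 3 SD, cut at about 3.6% in these data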;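 note: 0% = DAX-1 cells with DMSO and 100% = cells lacking DAX-1 with DMSO; higher inhibition means more luminescence from relief of DAX-1 repression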
hcDAF12 agonist = H. contortus DAF-12 activation, primary screen. HEK293 hcDAF-12 lit1-tk-luc reporter, luminescence; 0% DMSO, 100% Δ7-dafachronic acid. activation, % at 6.8 µM. hit rate 1.4% among 370,000. AID 652067;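 active = activation above the mean of all tested compounds plus 3 SD, cut at about 5.5% in these data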;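 note: 100% = response to 3 µM Δ7-dafachronic acid high control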
sPLA2-III inh = Blocks human group III sPLA2 activity | hit rate 0.56% among 370,000 | Q9NZ20 | inhibition, % at 12.2 µM | QFRET BODIPY PC-A2 liposome hydrolysis, fluorescence;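 active = inhibition above mean plus 3 SD of compounds lying within the high and low control bounds, cut at about 19% in these data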;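 note: 0% = median of test compound wells and 100% = no enzyme DMSO wells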
FXN GAA850 act = increases GAA850 frataxin promoter reporter activity; activation, % at 6 µM; HEK293 lucGAA850 FXN promoter luciferase reporter, 24 h; percent of 10 µM SAHA response; hit rate 0.56% among 360,000;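 active = activation above the average of all compounds screened plus 3 SD, cutoff fixed separately per campaign, cut at about 7.5% in these data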;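 note: 0% = DMSO wells and 100% = 10 µM SAHA wells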
hgDAF12 agonist = activates the H. glycines DAF-12 receptor ligand-binding domain | hit rate 1.8% among 370,000 | HEK293 GAL4-hgDAF12 UAS-luciferase reporter, agonist luminescence; normalized to butyrate control | activation, % at 6.8 µM;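 active = activation above a cutoff set at the mean of all screened compounds plus 3 SD, cut at about 10% in these data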;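 note: 0% = DMSO wells and 100% = sodium butyrate wells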
PLC-beta3 inh = PLC-beta3 (human) inhibition, primary screen; hit rate 0.18% among 370,000; AID 720704; Purified PLC-beta3, fluorogenic substrate, fluorescence; Q01970; inhibition, % at 12.2 µM; in the data active = inhibition above about 11%;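 note: 0% = median of compound wells on plate and 100% = full blocker control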
Target sequence (Q01970 whole entry, looked up): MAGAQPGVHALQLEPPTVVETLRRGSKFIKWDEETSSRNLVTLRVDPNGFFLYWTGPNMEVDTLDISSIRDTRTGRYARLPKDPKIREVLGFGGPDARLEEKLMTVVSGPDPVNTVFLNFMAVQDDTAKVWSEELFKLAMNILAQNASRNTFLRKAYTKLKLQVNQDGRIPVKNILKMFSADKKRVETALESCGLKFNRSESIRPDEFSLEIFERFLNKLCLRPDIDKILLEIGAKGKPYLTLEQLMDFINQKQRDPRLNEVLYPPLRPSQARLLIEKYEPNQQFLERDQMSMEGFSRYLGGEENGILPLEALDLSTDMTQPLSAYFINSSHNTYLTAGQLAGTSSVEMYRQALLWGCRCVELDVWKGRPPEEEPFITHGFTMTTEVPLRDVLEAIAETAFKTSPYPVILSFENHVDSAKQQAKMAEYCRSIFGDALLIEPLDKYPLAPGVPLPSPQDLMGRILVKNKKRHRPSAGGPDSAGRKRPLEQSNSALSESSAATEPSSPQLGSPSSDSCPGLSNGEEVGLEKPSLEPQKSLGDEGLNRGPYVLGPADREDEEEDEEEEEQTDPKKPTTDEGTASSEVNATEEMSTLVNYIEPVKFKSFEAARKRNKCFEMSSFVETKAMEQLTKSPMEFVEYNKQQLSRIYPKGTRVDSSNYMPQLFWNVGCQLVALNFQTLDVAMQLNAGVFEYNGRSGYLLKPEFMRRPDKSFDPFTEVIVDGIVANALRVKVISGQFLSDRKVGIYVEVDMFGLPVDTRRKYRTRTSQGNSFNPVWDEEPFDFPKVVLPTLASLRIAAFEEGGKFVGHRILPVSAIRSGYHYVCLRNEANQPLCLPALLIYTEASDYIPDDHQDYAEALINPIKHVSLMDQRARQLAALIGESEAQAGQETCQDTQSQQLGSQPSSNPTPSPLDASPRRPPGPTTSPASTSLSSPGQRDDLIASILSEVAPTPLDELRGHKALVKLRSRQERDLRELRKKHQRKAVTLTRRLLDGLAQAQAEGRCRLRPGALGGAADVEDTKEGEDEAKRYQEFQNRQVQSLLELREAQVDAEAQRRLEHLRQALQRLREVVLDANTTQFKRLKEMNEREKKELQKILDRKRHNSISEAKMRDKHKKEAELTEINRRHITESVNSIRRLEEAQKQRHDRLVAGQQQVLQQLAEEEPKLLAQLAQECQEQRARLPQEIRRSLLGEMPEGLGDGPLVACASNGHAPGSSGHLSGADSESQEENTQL
ssDAF-12 act = activates DAF-12 receptor from parasite S. stercoralis. AID 652126. HEK293 ssDAF-12/GRIP1 lit1-tk-luc reporter, luminescence; % of 3 µM dafachronic acid response. activation, % at 6.8 µM. hit rate 1% among 370,000;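 active = activation above the mean over all tested compounds plus 3 SD, cut at about 0.9% in these data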;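 note: 0% = DMSO-only wells and 100% = 3 µM delta7-dafachronic acid wells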
SMARCA2 activ = increases SMARCA2 function in MMTV reporter cells. MG213 cells, MMTV-luciferase reporter, dexamethasone, overnight. activation, % at 9.1 µM. hit rate 1% among 370,000. AID 652017; in the data active = activation above about 7.8%;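 note: 0% = vehicle wells and 100% = reference activator wells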
* marks the source's active call; other numbers are inactive results; · = not tested or not shown.

SMILES	NR1D1 modulator	DAX1 inh-1	PG9 binder	DAX1 inh-2	hcDAF12 agonist	sPLA2-III inh	FXN GAA850 act	hgDAF12 agonist	PLC-beta3 inh	ssDAF-12 act	SMARCA2 activ
COc1ccc(C)cc1N(CC(=O)Nc1ccc(S(=O)(=O)N2CCCC2)cc1)S(C)(=O)=O	5	0.9	-0.8	-1.9	-0.1	-27	1.3	1.8	-2	-1.0	0
O=C(Nc1cccnc1)C1CCCN1S(=O)(=O)c1ccc(Cl)c(Cl)c1 (configuration not stated)	0	-0.7	-0.2	0.9	-0.8	3	0.8	-3.5	-1	-2.0	-4
COc1cc(Cn2c(-c3ccc(O)c(OC)c3)nc3ccccc32)ccc1O	0	-2.5	-0.9	-0.6	-1.8	-33	2.0	0.1	-8	-1.3	-4
CCCc1nnc(NC(=O)C(=O)NCCN(CC)CC)s1	6	1.8	-0.8	0.4	-1.4	10	0.6	0.8	-4	0.0	-4
Cc1ccccc1OCC(=O)NCCC(=O)O	0	0.1	-1.2	0.2	-1.0	3	2.0	1.0	-3	-1.1	-1
CCOC(=O)CCC(NC(=O)c1ccc(NCN2C(=O)CCC2=O)cc1)C(=O)OCC (configuration not stated)	-1	0.4	-3.5	-0.4	-1.0	2	-0.6	0.6	1	-0.8	-1
CCN(CC)S(=O)(=O)c1cc(Cl)ccc1OC	3	0.4	-0.4	-0.5	-0.5	-2	1.2	0.2	-1	-1.4	0
COCCNC(=O)C1CCC(=O)N1S(=O)(=O)c1ccc(C)cc1 (configuration not stated)	-4	-1.4	0.5	2.1	-2.1	0	2.7	0.7	-5	-2.0	-2
CN(CCc1cn[nH]c1)Cc1nc(C(c2ccccc2)c2ccccc2)no1	5	0.0	0.1	0.3	0.2	-13	1.2	-2.1	-6	-0.2	-4
CCN(C(=O)C(C)OC(=O)C1C(C(=O)OC)=C(C)NC(C)=C1C(=O)OC)c1ccccc1 (configuration not stated)	1	-0.5	1.0	0.1	-0.2	9	1.6	-2.1	-24	-0.8	-3
CC1CC(C)CN(S(=O)(=O)N2CCCC(C(=O)NC3CCCCC3)C2)C1 (configuration not stated)	2	1.0	2.9	0.7	1.7	9	-0.4	0.0	-6	-0.9	-1
C[N+](C)(C)CCOC(=O)C1(c2ccccc2)CCCC1	0	-0.4	0.8	1.4	-0.7	1	-0.9	0.7	-10	-0.8	0
Cn1cc(C(N)=O)c2ccccc21	-3	-0.1	-1.0	0.9	2.8	9	0.8	3.0	3	-1.4	1
CCC1(C)OC(=O)N(CCCn2ccnc2C)C1(C)O (configuration not stated)	-1	0.8	-1.9	-0.2	1.3	-1	0.4	-1.6	3	-1.2	-1
CCNC(=O)C(Cc1ccccc1)NC(=O)OCc1ccccc1 (configuration not stated)	-2	·	0.5	0.2	-1.6	5	0.5	-0.1	-2	-1.1	-3
Cc1ccccc1OCC(=O)Nc1cc(S(=O)(=O)N2CCOCC2)ccc1N1CCCC1	3	0.6	-3.1	-1.3	-1.2	-2	0.5	-0.2	-8	-1.2	5
Cc1ccc(C(=O)N(CC(=O)Nc2sc(C)c(C)c2C(N)=O)C2CCCC2)cc1	3	-0.7	-0.7	-0.5	-2.6	-1	-0.7	-2.9	-7	-1.3	2
CC(=O)N1CCN(c2ccnc3cc(Cl)ccc23)CC1	2	0.8	-0.1	0.0	0.3	1	-0.4	-2.3	-9	-2.1	11*
O=C(CCCCCN1C(=O)C2C3C=CC(C3)C2C1=O)N1CCN(c2ncccn2)CC1 (configuration not stated)	1	·	·	0.3	-2.1	7	·	-2.5	-5	-1.2	-5
COc1ccc(NC(=O)CSc2ncnc3c2cnn3Cc2ccccc2)cc1OC	-1	1.1	2.4	-1.6	0.9	-7	-2.4	-0.4	-3	-0.7	-1
CCCCn1nc2cc(C(=O)NCCc3ccc(C)cc3)ccc2c1OCC	-3	-0.4	0.6	0.1	-1.1	5	0.2	-1.6	-332	-1.5	-1
CC(C#N)Sc1ncnc2sc3c(c12)CCC3 (configuration not stated)	-5	-1.1	-0.7	-0.3	-2.9	0	3.5	-3.0	-2	-1.6	-1
O=C(O)CCn1c(SCCOc2ccccc2F)nc2ccccc21	-2	-0.2	-2.0	-0.2	-1.1	-5	1.4	-0.9	0	-0.4	0
CCc1ccc(N=C2NC(=O)/C(=C/c3cc(OC)c(OC)c(OC)c3)S2)cc1	0	2.6	1.2	-0.7	-2.6	-28	3.1	-1.0	-34	-1.2	-1
COc1ccc(NC(=S)N2CCN(C/C=C/c3ccccc3)CC2)cc1OC	-5	-1.6	-0.7	-0.5	-1.2	4	-1.7	-1.3	0	-1.4	0

Part of the list above, reduced to hcDAF12 agonist, FXN GAA850 act and NR1D1 modulator.
Compound | hcDAF12 agonist | FXN GAA850 act | NR1D1 modulator
COc1ccc(NC(=S)N2CCN(C/C=C/c3ccccc3)CC2)cc1OC | -1.2 | -1.7 | -5
CCCCn1nc2cc(C(=O)NCCc3ccc(C)cc3)ccc2c1OCC | -1.1 | 0.2 | -3
Cn1cc(C(N)=O)c2ccccc21 | 2.8 | 0.8 | -3

More records.
SMILES	NR1D1 modulator	DAX1 inh-1	PG9 binder	DAX1 inh-2	hcDAF12 agonist	sPLA2-III inh	FXN GAA850 act	hgDAF12 agonist	PLC-beta3 inh	ssDAF-12 act	SMARCA2 activ
NS(=O)(=O)c1ccc(CCNC(=O)c2ccc([N+](=O)[O-])s2)cc1	-2	-1.1	-1.9	-0.8	-2.7	-2	2.1	-4.8	2	-1.2	-2
O=C1/C(=C/c2cccnc2)Cc2ccc(Cl)cc21	-5	0.2	0.9	-0.2	1.3	9	0.1	1.2	3	-0.5	0
COc1ccc(C(=O)O)cc1S(=O)(=O)N(C)C	-4	0.1	0.1	0.0	-1.1	1	-0.7	-3.2	1	-1.5	0
Cc1nnc(C)n1/N=C/c1ccc(-c2ccccc2)cc1	0	1.4	-0.1	-1.1	-0.2	5	0.3	-1.3	3	-0.7	-1
COc1ccc(NCC(=O)N/N=C(\C)c2cc3ccccc3o2)cc1	0	1.0	-2.7	-0.4	-0.1	6	-1.2	2.7	-1	-1.0	-1
Cc1ccc2cc(C(c3nnnn3C3CCCC3)N(Cc3ccccc3)Cc3ccco3)c(=O)[nH]c2c1 (configuration not stated)	-3	2.2	-0.3	-0.2	-0.1	-7	1.6	-1.3	-6	-1.3	-1
O=C(O)CSc1nc(-c2ccccc2)nc2c1oc1ccccc12	-2	-1.2	0.4	-0.4	-0.7	-21	0.5	-0.3	-2	-0.9	0
CCc1ccc(CN2CCC(Oc3ccc(C(=O)N4CCCCC4)cc3)CC2)cc1	4	0.1	-0.8	-2.0	-2.2	-14	-0.2	-4.0	-6	-1.5	-1
Cc1ccc(C2NNC(=O)C2NC(=O)c2ccccc2)cc1 (configuration not stated)	·	4.5*	-0.8	0.9	0.6	-9	5.1	5.0	2	-0.6	5
O=C(c1cn(-c2ccccc2)nc1-c1ccc(Br)cc1)N1CCOCC1	3	-1.3	-2.7	0.3	-0.5	-4	-0.3	-2.1	1	-1.6	1
Brc1ccc(-n2c(SCc3nc4ccccc4[nH]3)nnc2-c2ccncc2)cc1	5	3.0	-0.9	0.4	2.2	-2	-0.7	-0.9	0	-0.6	2
CC(=O)N1SC(N)=NC1c1ccccc1 (configuration not stated)	-2	0.1	1.1	-0.1	0.2	10	0.0	1.2	2	-0.1	-3
O=C(CSc1nnc(-c2ccccn2)n1Cc1ccco1)c1ccccc1	-1	-2.1	-8.9	-0.6	-0.8	-36	2.1	0.8	3	-0.7	-1
Cc1ccc(S(=O)(=O)n2nc(-c3ccco3)nc2N)cc1	-8	0.4	-0.4	0.4	0.0	-3	2.2	1.9	0	-1.7	-2
CCOc1ccc(S(=O)(=O)N(CC)CC(=O)N2CCOCC2)cc1C	4	-0.9	0.9	0.2	0.0	0	2.7	2.9	-5	-0.5	-3
Cc1nc2ccccn2c1-c1ccnn1S(=O)(=O)c1ccc(F)cc1	-7	-1.5	3.1	-1.3	-4.8	-18	0.3	-8.9	-18	-2.3	-2
COc1ccc(C(=O)/C=C/C(=O)N(Cc2ccccc2)C(C(=O)NC2CCCCC2)c2ccncc2)c(O)c1 (configuration not stated)	-5	0.8	2.0	0.2	-2.0	-32	-0.9	2.2	-48	-1.8	-2
COc1ccc([N+](=O)[O-])cc1NC(=O)Nc1ccc(OC)c(OC)c1	-1	-1.8	1.0	-1.6	-3.7	-7	0.4	-7.1	3	-2.1	-2
CCCc1nnc2n1N=C(c1ccc(OC)c(OC)c1)CS2	1	2.6	0.8	-0.3	-0.5	20*	12*	-1.2	-1	-0.8	5
COc1cc(OC)cc(OCC(O)Cn2cnc(-c3ccccc3)c2)c1 (configuration not stated)	-1	-0.6	-0.7	0.8	-2.5	-16	-4.0	-1.4	-3	-2.1	1
C/C(=N\NC(=O)c1ccoc1C)c1cccnc1	-4	3.9	-0.2	5.5*	4.8	1	5.5	14*	-1	0.3	3
COc1ccc2[nH]c(=O)c(CN(Cc3cccnc3)C(=S)NCC3CCCO3)cc2c1 (configuration not stated)	-1	1.2	1.9	-0.5	-0.8	-1	0.7	2.4	-43	-1.2	2
CCN(CC)C(=S)NC(=O)Cc1ccccc1	-5	3.0	-1.8	-0.6	-0.9	-2	0.6	-2.2	-2	-1.1	0
COc1cc(/C=C2/SC(=S)N(CCC(=O)Nc3ccccc3)C2=O)cc(OC)c1OC	-3	0.3	-1.9	-1.1	2.5	-1	-0.8	4.2	-4	-0.3	3
Cc1ccc(C(=O)c2ccccc2C(=O)OCC(=O)N2C(C)CCCC2C)cc1 (configuration not stated)	-3	0.9	-2.7	0.2	-1.7	-3	1.0	1.2	-4	-0.6	-2

(continued)
SMILES	NR1D1 modulator	DAX1 inh-1	PG9 binder	DAX1 inh-2	hcDAF12 agonist	sPLA2-III inh	FXN GAA850 act	hgDAF12 agonist	PLC-beta3 inh	ssDAF-12 act	SMARCA2 activ
CN(Cc1ccccc1F)C(=O)c1ccccc1Sc1ccccc1C#N	1	-0.1	-1.3	-0.1	-1.3	1	4.9	1.2	-2	-1.2	2
Cc1cc(OCC(=O)Nc2ccc(S(=O)(=O)N3CCN(C)CC3)cc2)ccc1Br	3	0.1	-0.5	-1.6	-0.8	-30	1.9	1.5	-2	-1.1	-3
CCCN(C(=O)c1cc(Cl)nc2ccccc12)C1CCS(=O)(=O)C1 (configuration not stated)	-6	0.0	-0.8	0.3	3.9	3	1.5	1.2	-1	0.0	0
CCOc1ccccc1N(CC(=O)NCCc1ccccc1)C(=O)CCC(=O)Nc1ccccn1	-1	0.5	-1.7	-0.2	-2.7	-8	-0.6	0.4	-5	-0.8	-3
COc1ccc(CCNc2nc(N3CCCCC3)nc(N3CCCCC3)n2)cc1OC	6	-0.8	-1.8	0.0	-0.5	-13	1.7	-0.9	-1	-1.1	0
Cc1ccc(Cl)c(NC(=O)CN(C)CC(=O)Nc2ccc(F)c(F)c2F)c1Cl	3	-0.6	0.6	0.8	-0.7	-5	0.1	-0.6	-9	-1.6	-3
CC(C)OP(=O)(OC(C)C)C(Nc1ccccn1)c1ccc(F)cc1 (configuration not stated)	5	-0.7	-2.7	-1.0	1.1	-2	1.6	1.5	4	-0.5	1
